SSB-PriA inh – inhibitors of Klebsiella pneumoniae PriA binding to SSB C-terminal tail; inhibition, % at 33 µM; AlphaScreen SSBct-PriA binding, biotinylated peptide; actives 0.6% (n = 430,000); in the data active = inhibition mostly above about 37%, no sharp cut-off; inactive = mostly below about 20%;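 note: plate controls were negative control peptide for no effect and reference peptide for full effect; strong numbers were not always called active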
* = called active by the depositor; & = joins results of further samples. This is a subset, so the mix of outcomes need not match the whole.

compound	SSB-PriA inh
COc1cccc2sc(N(C)CC(=O)Nc3nc(-c4ccco4)cs3)nc12	16
CC(=O)N1CCc2ccc(NC(=O)c3c(-c4ccccc4Cl)noc3C)cc2C1	0
COc1ccc(SCC(=O)Nc2ccc(-c3nc4ccccc4[nH]3)cc2)cc1	-11
O=C(NCC#CCN1CCCC1)NC(c1ccccc1)c1ccccc1	-11
CC(CC(=O)Nc1ccc(Cl)cc1C(F)(F)F)=NNC(N)=S	2
O=C(CSc1ccc(NC(=O)C2CC2)nn1)Nc1nccs1	-17&12
O=C(c1cccc(OC(F)(F)F)c1)N1CCC(n2c(=O)[nH]c3ccccc3c2=O)CC1	-8
CCOc1ccc(CC(=O)Nc2nc(-c3ccccn3)cs2)cc1	58*
O=C(c1cc2ccccc2o1)N1CC(N2C(=O)CCC2=O)C1	-8
CCOc1nn(CC)cc1C(=O)Nc1nnc(C)s1	-9
O=C(c1csc(Nc2ccccc2)n1)N1CCN(c2ccccc2)CC1	21*
COc1ccc(CC(=O)Nc2cnc(N3CCN(c4ccccc4)CC3)nc2)cc1	-11
COc1c(C=NNC(N)=S)c(C)nn1-c1ccccc1	-4
O=S(=O)(NN=C/C=C/c1ccccc1)c1ccc(Cl)cc1	5
N#Cc1c(N=Cc2ccc(-c3ccccc3C(=O)O)o2)sc2c1CCCC2	14
O=C(NCCCS(=O)(=O)N1CCN(c2ccc(F)cc2)CC1)c1n[nH]c2ccccc12	-7
CCOc1ccc(-c2noc(Cn3nc(-c4ccccc4Cl)ccc3=O)n2)cc1	1
COc1cccc(C(=O)Nc2c3c(nn2-c2ccccc2)CCC3)c1OC	-7
Cn1cc(S(=O)(=O)N2CCCN(C(=O)c3c[nH]c4ccccc34)CC2)cn1	-2
COc1ccc(-c2c[nH]c(=S)n2-c2cccc(C(F)(F)F)c2)cc1	-1
O=C(Cn1cnc2c(-c3ccc(Cl)cc3)csc2c1=O)NC1CCCC1	-9
COc1ccc(NC(=O)COc2cc(C)nc(-c3ccc(F)cc3)n2)c(OC)c1	-7
Cc1cc(NC(=O)C2CCCC2)n(-c2nc(-c3cccs3)cs2)n1	-2
Cc1cc(C(N)=NOC(=O)c2cccc(Cl)c2)no1	-6
COc1cc(C(=O)O)ncn1	0
Cc1cc(C)c(C)c(OCC(O)CN2CCCCC2C)c1 (stereo not drawn)	-15
COC(CNC(=O)c1cn(C)nn1)c1ccccc1Cl (stereo not drawn)	1
COc1cc(OC)cc(-c2nnc(NC(=O)c3ccn(C)n3)o2)c1	20
CCc1nc2n(n1)C(=O)C([C@H](c1ccco1)N1CCN(c3cccc(Cl)c3)CC1)S2 (stereo partly drawn)	11
CN(C)c1nccc(CNC(=O)Nc2cccc(F)c2)n1	-6

Exported with each value named: 2 of the compounds above.
Cc1cc(NC(=O)C2CCCC2)n(-c2nc(-c3cccs3)cs2)n1
  SSB-PriA inh: -2

Cc1cc(C(N)=NOC(=O)c2cccc(Cl)c2)no1
  SSB-PriA inh: -6

The list continues:
compound	SSB-PriA inh
O=C(O)COc1ccc2c(=O)c(-c3cscn3)coc2c1	-8
CCn1c(C)nc2cc(C(=O)NN=Cc3ccccc3C)ccc21	-7
COc1ccccc1C1(CNS(=O)(=O)c2ccccc2OC(F)(F)F)CCOCC1	-9
O=C(NCC1CCCO1)C(=O)Nc1ccc(C(F)(F)F)cc1 (stereo not drawn)	5
N#C/C(=C\c1cccnc1)c1nc2ccccc2o1	-13
Cc1ccc(C(=O)Nc2cccc(C(=O)NN=Cc3ccc(O)cc3)c2)cc1	1
Cc1cc(C(=O)NCC2CCN(c3ncccn3)CC2)c(C)o1	-10
O=C(Cc1noc2ccccc12)Nc1cnn(C2CCOC2)c1 (stereo not drawn)	0
COc1cccc(OCC(=O)Nc2ccc3c(c2)OCC(C)(C)C(=O)N3C)c1	18
O=C(CSc1nnc(CNC(=O)c2ccccc2)o1)Nc1ccc(Cl)c(Cl)c1	-11
CC(=NNC(=O)c1ccccc1)C1C2C=CC(C2)C1(C)C (stereo not drawn)	-17
Nc1ccc(S(=O)(=O)NC(=O)c2cc[n+]([O-])cc2)cc1	-2
O=C(NN=Cc1cccnc1)c1ccc(Br)s1	-6
COc1c[nH]c(C(=O)Nc2ccc(NC(C)=O)cc2)cc1=O	-6
COc1ccc(O)c(C=NNC(=O)c2ccc(OCc3cccc(Br)c3)cc2)c1	-4
CS(=O)(=O)N1CCCC1C(=O)N(Cc1ccccc1)c1nc2c(Cl)cccc2s1 (stereo not drawn)	4
O=C(Nc1nc(CC(=O)N2CCN(c3ccccc3Cl)CC2)cs1)C1CC1	-1
O=C1C=CC(=CN(O)c2ccccc2)C=C1	-16
NC(=O)c1ccc(N=c2oc3c(Cl)cc(Cl)cc3cc2C(N)=O)cc1	15
CSc1ccc(CCC(=O)N2CCC(N3CCC(Oc4nccs4)CC3)CC2)cc1	-7
CC(C)(C)n1ncc2c(=O)n(NC(=O)c3ccc(S(=O)(=O)N4CCCCC4)cc3)cnc21	6
COc1cc(C=NNC(=O)c2cc(-c3ccco3)nc3ccccc23)cc(OC)c1O	9
O=C(O)c1cc(NN=Cc2ccc3c(c2)OCCO3)ccc1Cl	-2
O=S(=O)(Cc1ccco1)[C@H]1CCN(S(=O)(=O)c2ccc(OC(F)(F)F)cc2)C1	-3
N#CC(=C(O)c1cc(Cl)cc(Cl)c1)c1nc2ccccc2s1	-2
COc1ccc(C(=O)Nc2cc(N3CCOCC3)ncn2)nn1	-18
CC(C)NC(=O)Nc1ccc(CN2CCN(c3ccccn3)CC2)cc1	-6
CN(C)C(CNC(=O)C(=O)Nc1cc(Cl)ccc1C#N)c1cccs1 (stereo not drawn)	12
O=S(=O)(NC1CCC(Oc2ncc(F)cn2)CC1)c1cccnc1 (stereo not drawn)	-3
O=C(NC1CCC(Oc2ncc(F)cn2)CC1)c1ccc2c(c1)OCO2 (stereo not drawn)	3
CC(C)(C)c1ccc(C(=O)N(Cc2cccc(Cl)c2)[C@H]2CCS(=O)(=O)C2)cc1	-1
CN(C)S(=O)(=O)c1ccc(-c2nnc(NC(=O)c3cccs3)o2)cc1	-18
CC(=O)NS(=O)(=O)c1ccc(NC(=O)c2cccn(Cc3cccc([N+](=O)[O-])c3)c2=O)cc1	-10
NC(=O)C1CCN(C(=O)Nc2c[nH]c3ccccc23)CC1	16
CCc1ccc(N2CC(C(=O)NN=Cc3ccccc3)CC2=O)cc1 (stereo not drawn)	-4
Cn1c(C(F)(F)F)nn(CC(=O)NCc2ccco2)c1=O	-4
COCCN(Cc1ccoc1)C(=O)c1ccco1	4
COc1ccc([N+](=O)[O-])cc1NC(=O)CC1SC(=Nc2cccc(C)c2C)N(N=C(C)c2ccc(C)cc2)C1=O (stereo not drawn)	-1
COc1ccccc1OCC(=O)NC1CC(=O)N(c2ccc(Cl)cc2)C1 (stereo not drawn)	-6
CC(=NNC(=O)C(N)=O)c1ccc(NC(=O)c2cccs2)cc1	-3
O=C(NCC1(c2ccccc2)CCOCC1)C(=O)Nc1ccccc1	1
CCCOc1nn(CCC)cc1C(=O)Nc1ccc(C)c(Cl)c1	-12
COc1ccccc1N1CCN(c2nc(N3CCOCC3)c3n[nH]nc3n2)CC1	6
COc1ncc(NC(=O)Cc2ccc(F)cc2)cn1	3
O=C(Nc1nc(-c2csc(NC(=O)c3ccc(N4C(=O)CCC4=O)cc3)n2)cs1)c1ccc(N2C(=O)CCC2=O)cc1	-6&18
CCOC(=O)Cc1csc(NC(=O)CCCN2C(=O)c3cccc4cccc(c34)C2=O)n1	-7&5
CCN(CC)c1cc(C)nc(Nc2ccc(NC(=O)c3c(F)cccc3Cl)cc2)n1	-1
O=C(Cn1nc2c(cc1=O)CCCC2)Nc1ccc(Br)cc1	8
Cc1cc(CN2CCC(CNS(=O)(=O)c3cccc(C(F)(F)F)c3)CC2)c(C)o1	9
COCCNC(=O)NC1CC(=O)N(c2ccc3c(c2)OCCO3)C1 (stereo not drawn)	-8
CCCCS(=O)(=O)NCC(C)(O)c1cccs1 (stereo not drawn)	1
O=C(Nc1nc(-c2cccnc2)cs1)c1cc2n(n1)CCCO2	-20
O=C(NCCn1ncc2c(=O)n(Cc3cccc(F)c3)cnc21)C12CC3CC(CC(C3)C1)C2	-3
COc1ccc(OC[C@@H](O)CN2CCC(C)CC2)cc1	-16
CN1CCc2nc(NC(=O)c3ccno3)sc2C1	1
Cc1nn(-c2ccccc2)c(Cl)c1C=NO	-5
CCC(=O)NC(=Nc1nc(C)cc(C)n1)Nc1cccc(OC)c1	-1
O=c1n(CCNS(=O)(=O)c2ccc3c(c2)OCCO3)nc(C2CC2)n1-c1ccccc1	-12
COCCn1c(=NC(=O)Cc2cccc3ccccc23)sc2cc(OC)ccc21	0
O=C(O)c1ccc2ocnc2c1	-2

Next section.
compound	SSB-PriA inh
COc1cccc(-c2nnc3ccc(OCCNC(=O)c4ccc(F)cc4)nn23)c1	-2
CC1=NN(c2ccccc2)C(=O)C1C(=O)c1cc(C)cc(C)c1 (stereo not drawn)	-4
O=C(CSCc1ccccc1)NCc1cccnc1-c1ccsc1	-5
Cc1nn(C2CCS(=O)(=O)C2)c2nc(-c3ccc(F)cc3)cc(C(=O)NCc3ccco3)c12 (stereo not drawn)	11
O=C(NCCc1ccccc1)NC[C@H]1CC(=O)N(c2ccccc2)C1	-11
Cc1ccc(CC(=O)Nc2sccc2C(N)=O)cc1	-7
Cc1ccc(-n2c(-c3ccccc3)cs/c2=N/N=C2CCCCC2)cc1	0
C=CCOc1ccc(C(O)=C2C(=O)C(=O)N(CCOC)C2c2cccnc2)cc1 (stereo not drawn)	0
Cc1nnc(C2CCNCC2)s1	-12
O=C(NC1CCCC1)C1CCNCC1	13
Cc1nc(-c2ccccc2NC(=O)c2cc(=O)[nH]cn2)cs1	-4
O=C(c1ccsc1)N(Cc1ccco1)C1CCOCC1	-4
CCCN(CCC)C(=O)C[n+]1cccc(C=NO)c1	-14
Cc1ccc(S(=O)(=O)Oc2ccc(C=NN=C3NC(=O)C(CC(=O)O)S3)cc2)cc1 (stereo not drawn)	3
CN(C)C(CNC(=O)c1ccccc1Cl)c1cccs1 (stereo not drawn)	7
O=C(NCCCn1ncccc1=O)Nc1cccc(F)c1	-1
COc1ccc(OC)c(NC(=O)c2oc3ccccc3c2NC(=O)c2cccs2)c1	-3
Cc1ccc2c(c1)OC=CC(C(=O)NC1CCCC1)=C2	-23
COc1ccc(Cl)cc1NC(=O)N1CCCSCC1CN1CCOCC1 (stereo not drawn)	-11
COc1cc(C=NNC(=O)c2cn(-c3cccc(C)n3)cn2)ccc1O	-18
O=C(Cc1cc(-c2ccccc2)on1)NCc1c(F)cccc1F	10
CCOc1ccc(-c2cc3c(SCc4cccc(Br)c4)nccn3n2)cc1	-10
COc1ccc(CC(=O)Nc2nnc(Cc3ccccc3)o2)cc1	1
Cc1cc(-c2nnc(NC(=O)COc3ccccc3)o2)nn1C	16
O=C1CN(C(=O)CCc2csc(NC(=O)c3ccc[nH]c3=O)n2)CCN1	-10
O=C(CCc1ccccc1F)N1CC[C@H](S(=O)(=O)c2ccc(Cl)cc2)C1	-10
N#Cc1nccnc1O[C@H]1CCCN(C(=O)c2cccc3c2OCCO3)C1	-23
CCOc1ccc(C2=NS(=O)(=O)c3cc(S(=O)(=O)N4CCOCC4)ccc3N2)cc1OCC	3
COc1ccc(C(=O)CSc2nnc(CNC(=O)c3cccc([N+](=O)[O-])c3C)o2)cc1	-2
CCSC(C)CC1CC(=NO)c2c(C)noc2C1 (stereo not drawn)	-1

Random excerpt: two entries already listed, in no set order.
compound	SSB-PriA inh
Cc1cc(-c2nnc(NC(=O)COc3ccccc3)o2)nn1C	16
N#Cc1nccnc1O[C@H]1CCCN(C(=O)c2cccc3c2OCCO3)C1	-23

Further results
compound	SSB-PriA inh
Cn1ccc(C(=O)Nc2ccc(S(N)(=O)=O)cc2)n1	2
O=C(C1CC1)N1CCc2ccc(NS(=O)(=O)c3ccccc3Cl)cc21	5
COC(=O)c1ccccc1NC(=O)CC1CCCCN1S(=O)(=O)c1ccccc1 (stereo not drawn)	18
Nc1cc(=O)[nH]c(SCc2ccc(C(=O)c3ccccc3)cc2)n1	1
Cc1cc(OC2CCN(C(=O)c3cc(-c4cccs4)[nH]n3)CC2)cc(=O)o1	-16
O=C1C2C3C=CC(C4CC34)C2C(=O)N1N=Cc1ccc(-c2cccc([N+](=O)[O-])c2)o1 (stereo not drawn)	-20
CNC(=O)CS(=O)(=O)C1CCN(C(=O)CCc2ccc(SC)cc2)CC1	-14
COc1ccc(Cl)cc1S(=O)(=O)N1CC(Oc2cc(C)n(C)c(=O)c2)C1	5
Cn1c2ccccc2c2cc(C=NNC(=O)c3ccc(N)cc3)ccc21	5
O=C1COc2ccccc2CN1c1ccc(F)cc1Br	-24
COc1cc(C=NNC(=O)c2ccc(F)cc2)ccc1OC(=O)c1ccco1	-6
COc1ccccc1N1CCN(N=C/C=C\c2ccco2)CC1	30
O=C(CCS(=O)(=O)c1ccccc1)Nc1c2c(nn1-c1ccccc1)CCC2	-1

5 entries from above, sorted by SMILES length, descending.
compound	SSB-PriA inh
O=C1C2C3C=CC(C4CC34)C2C(=O)N1N=Cc1ccc(-c2cccc([N+](=O)[O-])c2)o1 (stereo not drawn)	-20
COc1ccc(Cl)cc1S(=O)(=O)N1CC(Oc2cc(C)n(C)c(=O)c2)C1	5
COC(=O)c1ccccc1NC(=O)CC1CCCCN1S(=O)(=O)c1ccccc1 (stereo not drawn)	18
CNC(=O)CS(=O)(=O)C1CCN(C(=O)CCc2ccc(SC)cc2)CC1	-14
Cn1ccc(C(=O)Nc2ccc(S(N)(=O)=O)cc2)n1	2

From PubChem
